# S100A4 MyoIIA – S100A4-myosin IIA interaction inhibition; S100A4/TAMRA-MyoIIA peptide fluorescence polarization; AID 652163; inhibition, % at 10.7 µM; P26447; 360,000 tested, 0.14% active;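 active = mean inhibition of at least 70% across replicates, with every replicate also reaching that level; inconclusive = mean inhibition reaches 70% but some replicates fall short; inactive = mean inhibition below 70%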
# Target sequence (P26447 whole entry, looked up): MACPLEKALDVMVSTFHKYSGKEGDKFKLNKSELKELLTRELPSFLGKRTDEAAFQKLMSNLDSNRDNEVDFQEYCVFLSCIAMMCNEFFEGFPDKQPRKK
#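 Assay system: human S100A4 monomer with TAMRA-labelled myosin IIA peptide / Buffer or medium: Calcium-containing HEPES buffer, pH 7.2 / Reagent: TAMRA-labelled myosin IIA heavy-chain peptide probe, 5 nM / Compound: one dose per compound / Timing: polarization read 5 min after assay mix addition, stable 5–60 min / Benchmarks: neutral control DMSO, positive control TFP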
# ERAP1 HTS inh – inhibitors of human ERAP1 aminopeptidase. inhibition, % at 10.7 µM. recombinant ERAP1, Leu-AMC fluorescence, 60 min. AID 652197. 340,000 tested, 0.15% active. Q9NZ08;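 active = mean replicate inhibition of at least 30%, or all replicates individually reaching that 30% level; inactive = mean below 30% and not every replicate reaching it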;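 note: 0% = neutral control wells and 100% = L-leucinethiol positive control wells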
# Target sequence (Q9NZ08 whole entry, looked up): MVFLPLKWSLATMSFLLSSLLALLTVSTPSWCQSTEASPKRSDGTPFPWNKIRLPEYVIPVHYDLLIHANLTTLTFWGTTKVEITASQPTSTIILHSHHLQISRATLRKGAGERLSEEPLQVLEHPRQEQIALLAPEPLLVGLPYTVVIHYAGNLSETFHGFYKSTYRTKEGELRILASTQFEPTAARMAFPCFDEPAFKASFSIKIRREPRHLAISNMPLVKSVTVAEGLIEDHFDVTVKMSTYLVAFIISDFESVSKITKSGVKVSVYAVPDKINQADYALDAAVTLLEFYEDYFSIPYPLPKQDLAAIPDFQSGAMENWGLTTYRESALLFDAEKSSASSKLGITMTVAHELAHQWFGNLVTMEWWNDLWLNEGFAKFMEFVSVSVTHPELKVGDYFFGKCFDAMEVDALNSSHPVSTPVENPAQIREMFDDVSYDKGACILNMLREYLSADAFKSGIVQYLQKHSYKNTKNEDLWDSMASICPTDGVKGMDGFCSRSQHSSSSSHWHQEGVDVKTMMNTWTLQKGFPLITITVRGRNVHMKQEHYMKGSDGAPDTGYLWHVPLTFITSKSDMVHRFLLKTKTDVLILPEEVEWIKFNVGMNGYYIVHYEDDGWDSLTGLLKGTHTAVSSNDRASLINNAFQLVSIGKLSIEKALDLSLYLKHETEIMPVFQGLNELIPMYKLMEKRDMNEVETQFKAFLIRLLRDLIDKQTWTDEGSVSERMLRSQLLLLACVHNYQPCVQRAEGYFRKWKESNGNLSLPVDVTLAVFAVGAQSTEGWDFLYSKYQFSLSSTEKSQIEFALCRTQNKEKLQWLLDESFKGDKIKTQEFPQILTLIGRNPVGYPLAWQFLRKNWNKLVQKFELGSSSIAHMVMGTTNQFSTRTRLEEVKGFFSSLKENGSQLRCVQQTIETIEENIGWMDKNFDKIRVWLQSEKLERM
# SIRT5 inh – sirtuin-5 (human) deacylase inhibition; Q9NXA8; Purified SirT5, succinyl-peptide AMC, trypsin-coupled fluorescence; inhibition, % at 15 µM; 330,000 tested, 1.1% active; AID 652115; in the data active = inhibition above about 15%; inconclusive = no clear call, values can overlap the other calls
# C2C12 statin – suppression of simvastatin myotoxicity; C2C12 myotubes + simvastatin, ATP luminescence, 48 h; scaled: DMSO 0, geranylgeraniol control 100; rescue of ATP level, % at 7.49 µM; 330,000 tested, 0.78% active; AID 602340;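 active = mean ATP rescue above about 67%, or every replicate alone reaching that limit, limit read from the data, passing the limit was not always enough; inconclusive = no clear call, values can overlap the other calls; inactive = mean under the limit and some replicate under it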;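 note: myotubes were challenged with 10 µM simvastatin during compound exposure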
# XiGFP reactiv – X-chromosome reactivation activator | XiGFP mouse fibroblasts, % GFP-positive cells imaging, 3 d; cells co-treated with 5-aza-dC sensitizer; scaled so ellipticine positive control = 100% | activation, % at 7.58 µM | 360,000 tested, 0.055% active | AID 743238;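 active = mean normalized replicate activation at least 10% and every replicate at or above 10%; inconclusive = only one of the two criteria met; inactive = mean below 10% and not all replicates reach 10%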;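 note: 0% = median of on-plate neutral control wells and 100% = ellipticine 6 µM median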
#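 Assay system – SV40-immortalized XiGFP fibroblast cells, line 68-5-11 · Buffer or medium – DMEM supplemented with 5-aza-dC as sensitizing agent · Dosing – one concentration, pinned · Benchmarks – positive control ellipticine, 6 µM final · Times – 3 days compound exposure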
# Cneo AK release – Cryptococcus neoformans lysis via adenylate kinase release; C. neoformans lysis, adenylate kinase release luminescence, 4 h; normalised: neutral wells 0, clomiphene wells 100; lysis activity, % at 15 µM; 360,000 tested, 0.2% active; AID 651654;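 active = mean lysis activity across replicates of at least 80%, whatever share of replicates individually reach that level; inactive = mean lysis activity below 80%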
#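 Assay system: Cryptococcus neoformans yeast cells / Dosing: single-point compound dose / Timing: 4 h at 37 °C static, read 1 h later / Measured by: luminescence of released adenylate kinase using an AK detection reagent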
# PGC1a acetyl inh – modulators of PGC1a acetylation. U2OS PGC1a acetylation, AlphaScreen anti-acetyl-lysine; with virally co-expressed GCN5 acetyltransferase. inhibition, % at 15.6 µM. 350,000 tested, 0.17% active. AID 651687;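 active = every replicate shows inhibition of at least 40%; inconclusive = mean inhibition at least 40% but some replicate below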;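 note: 0% = neutral control wells and 100% = positive control wells; some results beyond the cut were filed as inactive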
# LGR2 inh – Drosophila LGR2 receptor signaling inhibition. HEK293 LGR2, CRE-luciferase, bursicon-stimulated, 4 h. inhibition, % at 9.99 µM. 380,000 tested, 0.35% active;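 active = drop in luminescence signal, shown as inhibition above about 50% in the replicate tests, limit read from the data, passing the limit was not always enough; inconclusive = probably only some replicates passing the limit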;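 note: agonist challenge used bursicon conditioned medium at about half maximal strength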
# * = called active by the depositor; ? = inconclusive; nt = no result given; & = joins results of further samples.
mol	S100A4 MyoIIA	ERAP1 HTS inh	SIRT5 inh	C2C12 statin	XiGFP reactiv	Cneo AK release	PGC1a acetyl inh	LGR2 inh
O=C(C[C@H]1C=C[C@H](NC(=O)c2cccc(F)c2)[C@H](CO)O1)NCc1ccc(Oc2ccccc2)cc1	3.2	-0.3	0.2	nt	-0.4	nt	0.4	-2.5
N#C[C@H]1[C@@H](c2ccccc2)[C@@H](CO)N1C(=O)c1ccc2c(c1)OCO2	7.3	-1.0	-5.4	-8.1	-0.1	-1.1	3.9	-13.2
CCNC(=O)N1CCC(n2nccc2NC(=O)CCOc2ccccc2)CC1	-1.3	0.9	-2.9	-4.9	0.1	0.6	-8.3	4.2
CC1Oc2ccccc2N(CC(=O)NC2CC2)C1=O (configuration not stated)	0.6	4.4	-0.9	4.8	0.2	0.0	nt	3.6
CCc1c(C)sc(NC(=S)NC(C)C2CCCO2)c1C(=O)OC (configuration not stated)	-3.3	-2.5	-6.9	nt	0.4	1.4	nt	-7.7
COc1ccc(C(=O)NC(C)CCc2ccccc2)c(O)c1 (configuration not stated)	-4.9	-1.3	-2.4	?	-0.1	-1.1	-2.6	-32.1
Cc1cccc(NC(=O)Nc2ccc3c(c2)C(=O)N(C)[C@H]2CC[C@@H](CC(=O)O)O[C@@H]2CO3)c1	0.1	-4.4	1.9	9.3	0.0	-1.9	2.9	0.0
CCCc1cc(=O)[nH]c(SCC(=O)Nc2cc(C)on2)n1	1.0	-1.2	-5.3	21.7	-0.1	nt	-3.4	-3.7
O=C([C@H]1[C@H](CO)[C@H]2Cn3c(ccc(-c4ccncc4)c3=O)[C@@H]1N2CCC(F)(F)F)N1CCCCC1	3.6	4.6	-11.3	5.9	0.2	-1.4	nt	-11.7
Nc1nc(SCCO)[nH]c(=O)c1NC(=O)c1ccco1	-25.5	0.0	1.5	1.1	0.0	-3.3	nt	24.2
CC(C)Cn1c(-c2ccncc2)n[nH]c1=S	0.5	2.5	nt	-1.8	0.0	-0.2	-2.5	3.9
O=C(CN(C(=O)c1csnn1)c1ccccc1Cl)NCCc1ccccc1	-1.1	-6.8	1.1	2.1	-0.1	1.1	2.7	-0.1

# Going on with the list.
mol	S100A4 MyoIIA	ERAP1 HTS inh	SIRT5 inh	C2C12 statin	XiGFP reactiv	Cneo AK release	PGC1a acetyl inh	LGR2 inh
Cc1ccc(S(=O)(=O)N(C)C[C@H]2Oc3c(NS(=O)(=O)c4ccc(Cl)cc4)cccc3C(=O)N([C@H](C)CO)C[C@H]2C)cc1	-8.2	2.9	-3.4	-43.7	0.0	-2.0	4.2	35.0
O=C(Nc1cc([N+](=O)[O-])ccc1F)c1ccc2ccccc2c1	-0.4	-0.4	-0.4	-16.5	0.8	1.0	-7.6	-10.7
CCN1CCN(CC(=O)N2N=C(c3cccs3)CC2c2ccc(OC)c(OC)c2)C(=O)C1=O (configuration not stated)	-0.4	2.0	2.8	4.8	0.0	0.5	8.8	-8.3
O=C1c2c(O)cc(O)cc2O[C@H](c2ccc(O)cc2)[C@H]1O	-0.3	2.4	6.4	6.1	nt	-1.2	0.3	-13.8
C[C@@H]1CN([C@@H](C)CO)C(=O)c2cc(NS(=O)(=O)c3ccc(Cl)cc3)ccc2O[C@H]1CN(C)C(=O)Nc1cccc2ccccc12	-8.9	1.6	2.1	?	0.2	-0.3	0.8	23.9
N#Cc1cccc(-c2ccc(C3[C@@H]4CN(C(=O)C5CCCCC5)C[C@H]3N4)cc2)c1 (some centres not stated)	-2.0&3.2	-0.6&-0.6	4.0&8.7	nt	0.0&0.0	nt	4.5&-8.7	7.9&16.4
O=S1(=O)[C@H]2C[C@@H]3C=C[C@@]2(CN1Cc1ccc(F)cc1)O3	-0.7	-11.4	nt	-5.0	0.1	-1.8	6.2	-21.8
NC(=O)NCc1ccccc1F	2.1	-4.0	nt	nt	0.2	4.7	-3.9	22.2
Cc1ccc(CNC(=O)CCc2nc(-c3cccs3)no2)cc1	-1.5	nt	nt	7.0	0.2	2.4	-16.2	15.5
O=C(NCCc1cccs1)Nc1ccc2nc([C@@H]3O[C@H](CO)[C@@H](O)[C@H]3O)[nH]c2c1	6.0	nt	nt	-13.2	0.2	-0.1	nt	16.2
N#Cc1cc(-c2ccccc2)nc(NN)n1	-2.1	0.3	-0.7	nt	0.1	nt	nt	nt
Cc1ccc(Cl)cc1N1CCN(C(=O)c2ccccc2SCC(=O)N2CCCC2)CC1	-1.6	2.4	-3.0	-101.1	0.1	-1.1	0.9	nt

# In the list so far, these contain an aryl thioether with sulfur outside any ring.
mol	S100A4 MyoIIA	ERAP1 HTS inh	SIRT5 inh	C2C12 statin	XiGFP reactiv	Cneo AK release	PGC1a acetyl inh	LGR2 inh
CCCc1cc(=O)[nH]c(SCC(=O)Nc2cc(C)on2)n1	1.0	-1.2	-5.3	21.7	-0.1	nt	-3.4	-3.7
Nc1nc(SCCO)[nH]c(=O)c1NC(=O)c1ccco1	-25.5	0.0	1.5	1.1	0.0	-3.3	nt	24.2
Cc1ccc(Cl)cc1N1CCN(C(=O)c2ccccc2SCC(=O)N2CCCC2)CC1	-1.6	2.4	-3.0	-101.1	0.1	-1.1	0.9	nt

# Next results follow.
mol	S100A4 MyoIIA	ERAP1 HTS inh	SIRT5 inh	C2C12 statin	XiGFP reactiv	Cneo AK release	PGC1a acetyl inh	LGR2 inh
Nc1sc2c(c1C(=O)NCCc1ccccc1)CCC2	-7.9	4.2	-3.0	nt	0.1	nt	3.7	-3.9
Cc1ccc(C(=O)C(=S)N2CCOCC2)cc1	-3.1	0.7	-4.8	nt	0.1	7.1	5.8	-1.4
COc1cccc(C(=O)N2CCC[C@@H]2C(=O)N2CCC[C@@H]2C(=O)NCc2ccccc2)c1	0.0	-2.5	nt	nt	-0.1	nt	nt	32.3
Cc1ccc(-n2c(CNC(=O)c3cccs3)nnc2SCC(=O)NO)cc1	45.7	-3.6	-1.7	18.4	-0.2	-0.3	21.7	6.3
CC(C)CC(=O)Nc1nnc(SCC(=O)Nc2nccs2)s1	-3.9	-1.8	-4.8	-9.1	0.2	-1.4	-1.4	7.9
CCNC(=O)CN(c1ccc(Br)c(C)c1)S(C)(=O)=O	-5.8	0.7	6.0	nt	0.1	nt	5.8	5.8
COc1ccc2c3c([nH]c2c1)[C@@H](CO)N(C)CC31CCN(C(=O)CN(C)C)CC1	-2.0	-3.9	1.1	nt	0.0	nt	-9.2	-17.2
O=[N+]([O-])c1ccc(N/N=C/c2ccc(OCc3cccc4ccccc34)cc2)nc1	1.2	-3.5	-2.3	nt	8.7	nt	-2.6	-21.9
Cc1ccc2oc(C(=O)N3CCN(CCO)CC3)c(C)c2c1	-0.7	-0.4	1.0	6.3	0.4	9.6	1.4	-14.3
CCC(C)(C)NC(=O)C(c1cccc(OC)c1OC)N(CC(C)C)C(=O)CCC(=O)Nc1cc(C)on1 (configuration not stated)	0.3	4.2	1.6	nt	0.3	nt	3.8	3.6
NS(=O)(=O)c1cc(C(=O)OCC(=O)NC2CC2)ccc1Cl	nt	nt	nt	14.3	nt	-0.9	4.7	-44.1
Cc1ccc(C(O)c2ncc(-c3cccc4ccccc34)[nH]2)cc1F (configuration not stated)	-4.2	-2.3	-2.4	1.0	0.1	1.9	-15.0	-8.8

# Following part.
# Results follow in this order: S100A4 MyoIIA | ERAP1 HTS inh | SIRT5 inh | C2C12 statin | XiGFP reactiv | Cneo AK release | PGC1a acetyl inh | LGR2 inh
O=C(Nc1nc(-c2ccccc2)cs1)Nc1ccc(F)cc1F
 : -7.1 | -4.6 | -22.6 | nt | 0.3 | nt | -2.5 | -23.8
CO[C@H]1CN(C)C(=O)c2ccc(NC(C)=O)cc2OC[C@H](C)N(CCc2ccccc2)C[C@@H]1C
 : 43.2 | -0.4 | 8.4 | nt | 0.6 | nt | -3.0 | 21.4
Cc1cccc(-n2ncc3c2CCCC3NC(=O)CN2CCCC2=O)c1C (configuration not stated)
 : -5.0 | -1.5 | -4.8 | 0.5 | 0.3 | -0.8 | -2.5 | -1.5
COc1ccccc1NS(=O)(=O)c1cc(C(=O)NCC(C)(C)N2CCOCC2)ccc1C
 : 0.7 | -1.9 | -0.8 | -2.2 | -0.7 | -1.9 | 7.8 | 3.1
O=C(NNc1ccccc1F)c1ccccc1
 : -3.4 | -0.6 | 0.5 | nt | 0.3 | 3.4 | -1.0 | -8.3
CCOc1ccc(NC(=O)C/C(C)=N/NC(=O)Cc2cccs2)cc1
 : -0.1 | -2.3 | -4.6 | -3.5 | 0.2 | 11.9 | nt | 5.9
COc1cccc(NC(=O)c2ccc3c(c2)N(C)CCS3)c1
 : -0.1 | 24.8 | -10.1 | -7.7 | 0.0 | -7.3 | -0.9 | -78.8
O=C(Cc1ccccn1)N1CC2(C1)[C@H](c1ccccc1)[C@H](CO)N2C(=O)c1ccccc1
 : 4.2 | -0.4 | 6.4 | nt | 0.0 | nt | 8.9 | 4.1
O=C(Nc1ccc(F)cc1)N1CC(=O)N2[C@H](C1)[C@H](c1ccc(C#Cc3cccnc3)cc1)[C@@H]2CO
 : -0.3 | -0.8 | 0.6 | nt | 0.1 | nt | 14.8 | 9.3
O=C(CCl)Nc1ccc(Sc2ccc(NC(=O)CCl)cc2)cc1
 : 0.2 | nt | -2.8 | nt | 0.1 | nt | nt | 16.3
C[C@@H]1CN([C@H](C)CO)C(=O)c2cccc(NC(=O)c3nc4ccccc4s3)c2O[C@@H]1CN(C)Cc1ccc(C(=O)Nc2ccccc2N)cc1
 : -5.9 | -1.8 | 7.9 | ? | 1.9 | -0.5 | -5.2 | 9.5
COc1ccc(C2C(C(=O)Nc3cccnc3)=C(C)Nc3nc(-c4cccs4)nn32)cc1OC (configuration not stated)
 : 0.4 | -0.7 | nt | 5.6 | 0.2 | -1.8 | 9.1 | 2.1
CO[C@@H]1CN(C)C(=O)c2cc(NC(=O)c3ccno3)ccc2OC[C@H](C)NC[C@@H]1C
 : -63.2 | 8.6 | -6.7 | -2.8 | -0.2 | -0.6 | 1.8 | 7.1
Cc1ccc(NS(=O)(=O)c2c(C)[nH]c(C)c2C(=O)N2CCCCC2)c(Br)c1
 : 3.7 | -1.7 | -3.6 | 9.8 | 0.0 | 0.1 | 1.9 | 14.7
Cc1ccc(N(Cc2cc3ccccc3[nH]c2=O)S(=O)(=O)c2ccccc2)cc1
 : -1.5 | 1.0 | -2.9 | nt | 0.0 | nt | 11.1 | 9.0
C=CCn1c(O)c(N=O)c2cc(C)ccc21
 : -0.6 | 14.4 | -3.5 | 10.7 | 0.1 | 0.1 | -16.5 | -22.8
C[C@H]1CN([C@@H](C)CO)C(=O)c2cccc(NC(=O)c3cnccn3)c2O[C@@H]1CN(C)Cc1ccc(Oc2ccccc2)cc1
 : 3.3 | -1.0 | 7.5 | -13.4 | -0.5 | 41.3 | 30.7 | 14.0
Cn1c(=O)n(C)c2cc(NS(=O)(=O)c3ccc(F)cc3)ccc21
 : 1.2 | -4.7 | -0.1 | nt | 0.0 | nt | -6.0 | -22.3

# Screening results from PubChem BioAssay.

# These rows are one share of the data; count on the stated rates, not on these rows.
